Source: PubChem BioAssay
BLM helicase inh: qHTS Assay for Inhibitors of Bloom's syndrome helicase (BLM) | RecQ-like DNA helicase BLM (Homo sapiens), P54132 | Potency, µM (titrated, usually from 56.1 µM), for the others: top-dose activity change, negative = inhibition, usual class: inhibitors | recombinant BLM DNA unwinding, fluorescence dequenching | hit rate 0.2% among 350,000;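 note: potency is the fitted concentration of half-maximal effect; plate controls were vehicle for no effect and no enzyme for full effect; nearly all actives have a fitted effect of over 35% in size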
APE1 inh: qHTS Assay for Inhibitors of the Human Apurinic/apyrimidinic Endonuclease 1 (APE1); recombinant APE1, TAMRA/BHQ-2 abasic DNA cleavage fluorescence; Potency, µM (doses to about 65.8 µM), inactives show at the highest dose activity change, negative = inhibition, usual class: inhibitors; AID 2517, 2012; DNA repair nuclease/redox regulator APEX1 (Homo sapiens), P27695; hit rate 0.35% among 350,000;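 note: potency is the fitted concentration of half-maximal effect; plate controls were vehicle for no effect and reference inhibitor for full effect; nearly all actives have a fitted effect of over 55% in size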
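Activity was derived from the fluorescence gain between first and third kinetic reads (60 s intervals, ex 525/em 598 nm) after 50 nM THF-abasic TAMRA/BHQ-2 duplex was added to 0.75 nM APE1 preincubated 15 min with compound.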
Anesthetic bind: qHTS Assay for Identification of Novel General Anesthetics. Potency, µM (highest dose often 77.5 µM), for the others: top-dose activity change, negative = displacement, usual class: inhibitors. Ferritin light chain (Equus caballus), P02791. hit rate 0.074% among 350,000. apoferritin/1-aminoanthracene competitive binding, fluorescence; note: potency is the fitted concentration of half-maximal effect; % is set by controls: 0 for no effect and ±100 for the full control effect; nearly all actives have a fitted effect of over 20% in size
Target sequence (P02791 2-175 limits assumed): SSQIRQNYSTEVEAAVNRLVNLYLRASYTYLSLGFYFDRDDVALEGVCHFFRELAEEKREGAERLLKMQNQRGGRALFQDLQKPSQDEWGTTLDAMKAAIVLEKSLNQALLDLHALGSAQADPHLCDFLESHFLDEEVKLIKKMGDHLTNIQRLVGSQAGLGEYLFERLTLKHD
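Probe: 1-aminoanthracene (50% saturated, PBS). Protein: horse-spleen apoferritin, 10 uM. Incubation: 10 min, room temperature. Detection: 380 nm excitation, 535 nm emission. Analysis: normalized response, four-parameter Hill.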
POLI inh: qHTS for Inhibitors of Polymerase Iota; DNA polymerase iota (Homo sapiens), Q9UNA4; Pol iota fluorescent replication assay, 10 min; Potency, µM (series often up to 115 µM), without a hit: at the top dose activity, negative = inhibition, hits mostly inhibitors; hit rate 1% among 390,000; note: potency is the fitted concentration of half-maximal effect
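Fluorescent replication assay read twice, at 0 min and 10 min after adding 50 nM (final) substrate. Enzyme (10 nM) and compounds were first incubated 15 min at room temperature; enzyme-free buffer wells were negative controls.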
12-LOX inh: Primary qHTS assay for inhibitors of human arachidonate 12S-lipoxygenase (ALOX12): Round 2; purified 12hLO, xylenol orange hydroperoxide absorbance; Potency, µM (titrated, usually from 108 µM), without a hit: at the top dose activity change, negative = inhibition, most hits filed as inhibitors; hit rate 1.1% among 580,000; AID 1671190, 2021; note: potency is the fitted concentration of half-maximal effect; % is set by controls: 0 for no effect and ±100 for the full control effect
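Purified human 12hLO at 150 nM in 25 mM Hepes, 0.01% Triton X-100, pH 7.0, preincubated 15 min at room temperature with compound. Reaction started with 40 uM arachidonic acid, 30 min at room temperature. Hydroperoxide measured by Fe-xylenol orange, 573/405 nm absorbance ratio.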
POLK inh: qHTS for Inhibitors of Polymerase Kappa | Potency, µM (series often up to 107 µM), for inactives: at the highest dose activity, negative = inhibition, usual class: inhibitors | AID 588579, 2011 | purified Pol kappa, fluorescent DNA synthesis assay, 10 min | hit rate 0.53% among 400,000 | DNA polymerase kappa (Homo sapiens), Q9UBT6; note: potency is the fitted concentration of half-maximal effect; % is set by controls: 0 for no effect and ±100 for the full control effect
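10 nM Pol kappa was preincubated with compounds for 15 min at room temperature. Reaction started with 50 nM (final) substrate. Fluorescence read kinetically at 0 and 10 min.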
ERG-DNA inh: qHTS for Small Molecule Inhibitors of the ERG Ets/DNA interaction. fluorescence polarization, His-ERG Ets domain / labelled DNA. hit rate 0.028% among 370,000. Potency, µM (series often up to 76.9 µM), for the others: at the top dose FP activity, negative = inhibition, actives largely listed as inhibitors; active = well fitted inhibition curve with a large enough effect in the polarisation, with a control signal flat; inconclusive = small, poorly fitted or top-dose-only effect, or effect the other way, or a change in a side signal; inactive = no such curve, though single readings can be large or run the other way; the % refers to the polarisation;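 note: polarization taken with two DNA probes labelled with fluorescein and Texas red; potency is the fitted concentration of half-maximal effect; % of control where 0% means no effect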
Target sequence (P11308 whole entry, looked up, the tested form may be a part): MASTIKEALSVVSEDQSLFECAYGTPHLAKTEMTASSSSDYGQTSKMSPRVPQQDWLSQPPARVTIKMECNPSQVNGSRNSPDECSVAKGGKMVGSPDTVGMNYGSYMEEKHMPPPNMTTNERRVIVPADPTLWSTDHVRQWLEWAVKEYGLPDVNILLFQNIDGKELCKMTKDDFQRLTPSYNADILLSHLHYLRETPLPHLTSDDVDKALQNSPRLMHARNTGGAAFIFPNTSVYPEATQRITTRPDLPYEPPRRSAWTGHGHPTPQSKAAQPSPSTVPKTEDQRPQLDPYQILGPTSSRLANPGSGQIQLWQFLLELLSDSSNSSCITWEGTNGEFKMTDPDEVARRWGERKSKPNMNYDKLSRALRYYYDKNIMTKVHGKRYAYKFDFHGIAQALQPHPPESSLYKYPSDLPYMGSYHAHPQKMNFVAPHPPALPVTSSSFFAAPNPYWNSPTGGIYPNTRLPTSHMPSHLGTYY
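His-tagged ERG Ets domain (1 uM in the protein solution; 300mM KCl, 50mM Tris-HCl, 1mM EDTA, 1mM DTT, pH 7.5) received compound, then a probe mix of 5 nM fluorescein-DNA and 100nM Texas-615-DNA. Fluorescence polarization was read for both dyes.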
POLB inh: qHTS Assay for Inhibitors of DNA Polymerase Beta; Pol beta primer extension/strand displacement, fluorescence kinetic; Potency, µM (series often up to 114 µM), without a hit: at the top dose activity change, negative = inhibition, actives largely listed as inhibitors; hit rate 1.3% among 340,000; note: potency is the fitted concentration of half-maximal effect; % is set by controls: 0 for no effect and ±100 for the full control effect
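Reaction started by 50 nM substrate onto compound-treated Pol beta (10 nM, 15 min preincubation, room temperature); plates read at 0 min and 10 min. Normalized concentration-effect data fitted by four-parameter Hill equation.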
TRHR ag: qHTS for Small Molecule Agonists and Allosteric Enhancers of Human TRH Receptor: Primary Screen for Agonists. hit rate 0.18% among 360,000. AID 493084, 2011. Thyrotropin-releasing hormone receptor (Homo sapiens), P34981. TRHR cells, calcium flux fluo-8, FDSS agonist mode. activation, % at 2 µM; in the data active = activation above about 30%; note: 0% is about no effect
Target sequence (P34981 whole entry, looked up): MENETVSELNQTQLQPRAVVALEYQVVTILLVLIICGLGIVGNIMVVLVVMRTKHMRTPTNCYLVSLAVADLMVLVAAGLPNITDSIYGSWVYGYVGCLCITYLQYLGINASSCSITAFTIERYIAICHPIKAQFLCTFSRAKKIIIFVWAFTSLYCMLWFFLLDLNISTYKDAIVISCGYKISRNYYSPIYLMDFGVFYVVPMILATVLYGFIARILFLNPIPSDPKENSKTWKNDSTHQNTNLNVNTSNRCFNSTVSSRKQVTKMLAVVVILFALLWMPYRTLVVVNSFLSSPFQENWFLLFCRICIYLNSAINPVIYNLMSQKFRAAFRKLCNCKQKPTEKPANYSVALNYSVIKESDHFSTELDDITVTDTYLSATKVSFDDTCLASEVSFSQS
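In this calcium-flux screen, cells bearing human TRHR are dye-loaded with fluo-8, baselined for 10 cycles, then exposed to library compounds; positive kinetic calcium responses during the agonist phase mark hits, with TRH as control.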
An asterisk follows results filed as active; ? = inconclusive; · = not tested or not shown; & = joins results of further samples; [ ] = another dose, or the depositor's remark. Unless noted, calls come from the whole dose curve; as a rule, active = well fitted curve in the direction sought with a large enough effect; inconclusive = small, poorly fitted or top-dose-only effect, or another doubt; inactive = no such curve, though single readings can be large; an effect the other way counts as inactive or inconclusive. An excerpt. The share of hits here may be higher or lower than overall.

compound	TRHR ag	APE1 inh	BLM helicase inh	Anesthetic bind	ERG-DNA inh	POLI inh	POLB inh	12-LOX inh	POLK inh
CCN(CC)c1ccc(/C=N/NC(=O)c2ccco2)c(O)c1	12	?	-10%	-5%	0%	-11%	9%	0%	-17%
Cc1cccc(C)c1NC(=O)CSCC(=O)O	-0.3	-3%	0%	-5%	-1%	8%	1%	3%	-3%
COc1ccc(N2CC(C)Cn3c2nc2c3c(=O)n(Cc3ccc(C)cc3)c(=O)n2C)c(OC)c1 (configuration not stated)	-1.4	13%	-6%	-7%	-1%	4%	12%	?	-7%
CCCCOC(=O)C1CCCC(C)N1 (configuration not stated)	0.3	-3%	-2%	1%	2%	-3%	1%	?	-4%
O=C(NNC(=O)c1ccc(F)cc1F)c1ccc2c(c1)OCO2	0.4	?	-2%	-8%	-5%	106%[activator]	23%	-9%	-1%
COc1ccccc1C(=O)COC(=O)CCN=C1NS(=O)(=O)c2ccccc21	-0.2	-5%	·	·	-4%	18%	·	-16%	1%
O=C(Nc1cc(C(F)(F)F)ccc1N1CCOCC1)c1cccnc1	-0.1	0%	0%	-6%	3%	-3%	?	0%	-3%
COc1cc(/C=C/C(=O)OCC(=O)NC(=O)NCc2ccccc2)ccc1OCC#N	0.4	0%	-10%	-8%	-11%	-7%	5%	-16%	-3%
Cc1cc(OC(=O)c2cc(C(F)(F)F)cc(C(F)(F)F)c2)c([N+](=O)[O-])c(=O)[nH]1	0.1	13%	-3%	-12%	-3%	-12%	29%	?	-7%
COCC(C)Nc1nc(C)c(C(C)=O)s1 (configuration not stated)	-0.1	-1%	1%	-4%	-10%	115%[activator]	18%	?	-5%
COc1ccccc1Nc1nc2c(C)cccc2cc1C#N	1.5	7%	0%	-8%	-3%	3%	4%	0%	-11%
COC(=O)c1cc(C#N)c(OC(C)C)nc1C	-0.2	-3%	-3%	-10%	-6%	19%	-3%	-10%	-19%
Cc1cn2c(=O)cc(COC(=O)c3cccc(NC(=O)COc4ccc(Cl)cc4)c3)nc2s1	0.1	·	-3%	39%[activator]	-1%	16%	3%	-20%	-10%[60.1 µM]
C[C@H](NC(=O)c1nc[nH]c1C(=O)N1CCN(c2ccccc2)CC1)C(=O)OCc1ccccc1	-1.9	-18%	-3%	?	4%	-12%	5%	15%	0%
Cc1ccc(C(=O)O/N=C(\N)Cc2cccs2)c(Cl)c1	1.0	-19%	-3%	?	4%	30%[activator]	16%	·	18%
O=C(Nc1cccc(Cl)c1)C1CCN(S(=O)(=O)Cc2ccccc2)CC1	0.4	·	-1%	48%[activator]	-1%	10%	2%	-17%	-6%
CCc1nc(N2CCN(C(C)=O)CC2)c(C#N)c2c1COC(C)(C)C2	-1.0	0%	-5%	6%	11%	-2%	3%	12%	0%
C[C@@H]1CC[C@]2(O[C@@H](CCO)C[C@@H](O)[C@@H]2O)O1	0.1	0%	-2%	-7%	-8%	14%	-8%	?	-10%
CSc1ccc(CCNC(=O)NCc2noc3ccccc23)cc1	-0.2	·	-5%	6%	-3%	7%	39%	-5%&2%	-6%
CCc1cc(=O)oc2c3c(cc(OCC(=O)N[C@H](C(=O)O)[C@H](C)CC)c12)OC(C)(C)CC3	-0.3	17%	0%	0%	-1%	5%	?	-1%	-1%
CCN(Cc1ccncc1)C(=O)C1CCN(S(=O)(=O)c2cccs2)CC1	-0.2	-4%	-2%	-4%	0%	-4%	31%	?	-19%
C[C@]12c3[nH]c4ccc(Cl)cc4c3CCN1C(=O)[C@@H](CC(=O)NCCC1=CCCCC1)C[C@@H]2C(=O)N1CCOCC1	·	-12%	·	·	-4%	-2%	·	0%	2%
CC(C)CCN1C(=O)c2ccccc2CC1(C)C(=O)NC1CCC(C)CC1 (configuration not stated)	-0.2	·	1%	5%	5%	16%	7%	-3%	-15%
CC1Nc2ncnc(N3CCc4ccccc4C3)c2N(Cc2ccc(Cl)cc2)C1=O (configuration not stated)	1.9	-19%	·	·	3%	0%	·	·	-5%
COc1cccc(OC)c1NC(=O)Cn1nc(C)c2ccccc2c1=O	-0.6	-5%	-12%	-3%	-1%	116%[activator]	59%	21%	2%
C(=N/Nc1nccs1)/c1cccnc1	-1.3	-6%	-1%	-8%	2%	34%	-24%	-4%	-6%
O=c1c2c3nc4ccccc4nc3n(/N=C/c3ccco3)c2ncn1CCC1=CCCCC1	-1.6	0%	-22%	?	·	22µM*	28µM*	11%	?
CCOc1ccc(OCC(=O)Nc2cccc(S(=O)(=O)NC3=NCCC3)c2)cc1	·	·	·	·	-6%	49%[activator]	·	0%	8%
CCN(CC)c1ncnc2c1cnn2-c1cc(Cl)ccc1C	-0.9	·	-4%	-3%	2%	-10%	1%	-17%	-6%[60.1 µM]
CN1CCN(c2ccc(NC(=O)COc3ccccc3[N+](=O)[O-])cc2)CC1	1.3	17%	-9%	-14%	10%	103%[activator]	12%	?	1%
COc1ccc(C2=NOC(C(=O)NCCN3CCOCC3)C2)cc1 (configuration not stated)	-0.1	0%	-5%	-12%	-7%	16%	40%	12%	-7%
COc1ccc(CCC(=O)N2CCCSC2=Nc2ccc(C(C)=O)cc2)cc1	-0.2	19%	1%	6%	-22%	17%	16%[57.1 µM]	-27%	-6%
O=C(NC1CCCCC1)NC1CC2CCC(C1)N2C(=O)NC1CCCCC1 (configuration not stated)	0.1	-6%	-1%	-10%	·	·	23%	·	·
CCOc1ccccc1NC(=O)c1cccnc1	·	·	·	·	8%	-1%	·	0%	-3%
CC1CCCN(CCCCOc2cccc(Br)c2)C1 (configuration not stated)	0.1	3%	31%[activator]	-16%	-8%	15%	13%	?	-9%
CCCCN1CC(=O)N2[C@H]3c4cc(C)ccc4OC[C@@H]3[C@H](c3ccccc3)[C@]2(C)C1=O	·	9%	·	·	-2%	15%	·	-13%	-25%
CCC(c1nnnn1Cc1ccc(OC)cc1)N1CCN(C(=O)c2ccco2)CC1 (configuration not stated)	0.0	-4%[12.4 µM]	3%	-7%	4%	117%[activator]	23%	?	-3%
Cc1cccc(NS(=O)(=O)c2cc(OCC(N)=O)c(C)cc2Cl)c1	-0.3	0%	3%	-4%	3%	6%	-17%	1%	-9%
CCOc1cccc(CNC(=O)c2ccc(N3CCCC3)c(NC(=O)NCc3ccc(F)cc3)c2)c1	-1.2	·	1%	6%	1%	46%[activator]	?	7%	-10%[60.1 µM]
Nc1ccccc1Nc1ccncc1[N+](=O)[O-]	-0.6	-7%	-1%	-15%	6%	-2%	17%	0%	-14%
O=C(Nc1cc(=O)[nH]c2nc(-c3ccccc3)nn12)c1ccc(Cl)cc1	0.3	-2%	-1%	-6%	-8%	-9%	3%	-16%	1%
CCn1c(COc2ccc3c(c2)CCCC3)nnc1SCC(=O)Nc1ccc(C(=O)OC)cc1	0.3	14%	2%	2%	1%	2%	2%[57.1 µM]	-12%	-4%
O=C1c2[nH]nc(-c3ccc(Br)cc3)c2C(c2cccc(O)c2)N1c1ccc(Cl)cc1 (configuration not stated)	2.0	·	-5%	-4%	0%	24%	12%	-37%	8%
CCc1ccc(NC(=O)CSc2nc3ccccc3c(=O)n2CCN2CCOCC2)cc1	-0.3	-4%	-5%	-8%	0%	16%	16%	0%	-5%
CC(=O)Oc1ccc(C)cc1-n1nc2ccccc2n1	0.1	-2%	-3%	?	2%	6%	18%	13%	-11%
CCOc1cc(/C=N/n2cnnc2)ccc1OCC(=O)Nc1ccccc1OC	-1.3	-1%	0%	-16%	0%	8%	0%	-15%	-3%
CC1CCC(NC(=O)C2CCC(CNc3c(N4CCCCC4)c(=O)c3=O)CC2)CC1 (configuration not stated)	0.5	2%	-2%	-6%	-16%	33%[activator]	21%	-1%	-7%
CCc1ccc(N2C(=O)c3sc4nnc(C)c(=O)n4c3C2=O)cc1	-1.4	1%	1%	-16%	7%	11%	-2%	-9%	-5%
CCOc1ccc(NC(=O)Nc2cc(-c3ccccc3)sc2C(=O)OC)cc1	0.9	1%	-10%	-4%	-1%	8%	6%	-30%	1%
Cc1cccc(NC(=O)CSc2nc3ccc(NC(=O)COc4ccccc4C)cc3s2)c1	0.7	·	-1%	2%	-4%	5%	-1%	0%	-10%
O=S(=O)(Nc1ccccc1C(F)(F)F)c1ccc(-c2ccccn2)s1	0.0	-8%	-2%	-16%	-13%	?	5%	-5%	-23%
CCN(CC(=O)Nc1c(F)cccc1F)C(=O)C1(c2ccccc2)CC1	0.2	14%	-5%	0%	6%	41%[activator]	31%	-5%	-2%
Cc1onc(-c2ccccc2Cl)c1C(=O)NCc1nnnn1-c1ccc(F)cc1	2.5	43%	·	·	0%	69%[activator]	·	18%	-1%

Quoted from the listing.
Value of O=S(=O)(Nc1ccccc1C(F)(F)F)c1ccc(-c2ccccn2)s1 in Anesthetic bind: -16%
Value of CCN(CC(=O)Nc1c(F)cccc1F)C(=O)C1(c2ccccc2)CC1 in 12-LOX inh: -5%
